S1P4 antag = antagonists of human S1P4 receptor. AID 1510. hit rate 0.26% among 220,000. inhibition, % at 4.98 µM. O95977. S1P4-expressing cells, antagonist mode, reporter read-out; in the data active means inhibition above about 29%;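 further: 0% = wells stimulated with agonist and 100% = vehicle wells without agonist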
PERK inhibitor = inhibitors of human PERK kinase. Q9NZJ5. CHO PERK-DD fusion, SEAP luminescence translation reporter. inhibition, % at 5.6 µM. hit rate 0.17% among 220,000. AID 1416;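 active means inhibition above the mean inhibition of all tested compounds plus 3 SD, set separately per screening campaign, cut at about 2.9% in these data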;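 further: PERK kinase domain activated by AP20187 dimerizer at 100 nM; 0% = DMSO with dimerizer and 100% = rapamycin at 8.4 µM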
Target sequence (Q9NZJ5 whole entry, looked up, the tested form may be a part): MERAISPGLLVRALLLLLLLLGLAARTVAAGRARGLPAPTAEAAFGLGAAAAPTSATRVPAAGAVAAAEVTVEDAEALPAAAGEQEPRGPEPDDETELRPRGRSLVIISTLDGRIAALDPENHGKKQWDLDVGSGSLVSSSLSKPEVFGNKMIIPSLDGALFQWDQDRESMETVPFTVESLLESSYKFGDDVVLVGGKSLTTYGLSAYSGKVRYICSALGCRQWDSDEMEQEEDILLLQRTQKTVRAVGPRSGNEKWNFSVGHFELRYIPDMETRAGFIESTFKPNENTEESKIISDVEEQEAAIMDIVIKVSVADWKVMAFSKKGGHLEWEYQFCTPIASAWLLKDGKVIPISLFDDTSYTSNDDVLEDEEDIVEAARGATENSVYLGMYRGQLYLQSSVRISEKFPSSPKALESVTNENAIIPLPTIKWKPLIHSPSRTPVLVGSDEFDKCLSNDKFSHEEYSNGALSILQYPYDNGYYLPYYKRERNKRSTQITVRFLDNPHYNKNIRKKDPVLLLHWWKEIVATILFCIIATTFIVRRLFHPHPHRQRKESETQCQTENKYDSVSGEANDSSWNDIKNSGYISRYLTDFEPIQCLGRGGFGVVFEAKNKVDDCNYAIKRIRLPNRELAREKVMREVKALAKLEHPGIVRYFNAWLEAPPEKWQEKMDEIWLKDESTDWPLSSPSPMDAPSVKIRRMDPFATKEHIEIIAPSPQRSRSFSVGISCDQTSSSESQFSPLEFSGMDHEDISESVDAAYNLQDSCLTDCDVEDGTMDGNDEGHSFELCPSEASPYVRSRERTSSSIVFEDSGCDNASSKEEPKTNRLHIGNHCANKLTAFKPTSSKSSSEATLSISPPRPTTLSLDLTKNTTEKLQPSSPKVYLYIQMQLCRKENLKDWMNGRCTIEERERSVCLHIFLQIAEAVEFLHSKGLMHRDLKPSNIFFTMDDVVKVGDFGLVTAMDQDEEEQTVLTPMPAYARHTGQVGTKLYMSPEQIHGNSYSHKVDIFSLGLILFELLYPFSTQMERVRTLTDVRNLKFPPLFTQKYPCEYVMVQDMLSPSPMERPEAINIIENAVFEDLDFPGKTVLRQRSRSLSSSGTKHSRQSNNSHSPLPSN
TRPML3 agonist = agonists of human TRPML3 channel. Q8TDD5. HEK293 TRPML3-YFP, Fluo-8 calcium fluorescence; 100% = the carbachol control signal. activation, % at 3 µM. hit rate 0.29% among 220,000. AID 1448;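 active means activation above its plate's cutoff, the mean activation of the plate's test wells plus 3 SD, cut at about 12% in these data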;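 further: 0% = DMSO only wells and 100% = carbachol wells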
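Material: HEK293 cells stably carrying human TRPML3-YFP; compound dosing: single dose, 3 µM final nominal compound, 0.3% DMSO final; incubation: 1-h 37 °C dye load, 5-s basal, 120-s post-compound reads; technique: Fluo-8 intracellular calcium fluorescence, excitation 470-495 nm, emission 515-575 nm; read-out basis: percent activation from peak-to-basal fluorescence ratio, scaled between DMSO and carbachol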
BaF3 parental = reduces parental Ba/F3 cell viability, JAK2V617F counter-screen. CellTiter-Glo ATP luminescence. hit rate 1.1% among 220,000. AID 1486. inhibition, % at 5.6 µM;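 active means inhibition above a per-campaign cutoff, the mean inhibition of all tested compounds plus 3 SD, cut at about 27% in these data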;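 further: 0% = DMSO wells and 100% = JAK Inhibitor I control wells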
EP2 modulator = modulators of human EP2 prostaglandin E2 receptor | EP2-expressing cells, cAMP HTRF FRET, PGE2 co-stimulation | hit rate 0.83% among 260,000 | P43116 | induction, % at 25 µM;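 active means compounds whose cAMP rise, as percent of the full-agonist control response, exceeds 60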;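 further: rat C6 glioma line stably carrying human EP2 under a CMV promoter; the protocol text gives 20 µM as final concentration; 100% = response of wells given 1 µM PGE2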
Ba/F3 V617F tox = lowers viability of Ba/F3 cells expressing EpoR and JAK2V617F; ATP luminescence; inhibition, % at 5.6 µM; hit rate 1.1% among 220,000;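 active means inhibition above the campaign mean plus 3 SD over all tested compounds, cut at about 24% in these data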;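 further: cytokine-independent growth of Ba/F3 cells driven by EpoR plus mutant JAK2; 0% = DMSO-treated cells and 100% = JAK inhibitor I control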
m-calpain inh = calpain II (pig) inhibition | AID 1236 | inhibition, % at 16 µM | hit rate 0.37% among 220,000 | purified calpain II, fluorogenic peptide substrate, 30 min;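 active means inhibition above about 50%, limit read from the data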
TRPN1 ag = agonists of zebrafish TRPN1 channel; HEK293 zebrafish TRPN1-YFP, Fluo-8 calcium fluorescence; 100% = response to 87 µM carbachol; activation, % at 3 µM; hit rate 0.18% among 220,000; AID 1424;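 active means activation above its plate's cutoff, the mean activation of test wells on that plate plus 3 SD, cut at about 19% in these data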;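 further: 0% = DMSO alone and 100% = 87 µM carbachol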
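Material: zebrafish TRPN1-YFP in HEK293 cells. Doses: one dose of 3 µM, 0.3% DMSO. Incubation: dye 1 h 37 °C plus 30 min RT. Measured by: intracellular calcium fluorescence with Fluo-8.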
S1P4 ag = agonists of human S1P4 receptor; activation, % at 4.98 µM; O95977; hit rate 0.35% among 220,000; S1P4-expressing cell line, agonist reporter assay; in the data active means activation above about 11%;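 further: 0% = DMSO vehicle and 100% = reference agonist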
The depositor's hits bear a star; nt = no result given; & = joins results of further samples.

structure	S1P4 antag	PERK inhibitor	TRPML3 agonist	BaF3 parental	EP2 modulator	Ba/F3 V617F tox	m-calpain inh	TRPN1 ag	S1P4 ag
COc1ccc(C(C2C(=O)CC(C)(C)CC2=O)C2C(=O)CC(C)(C)CC2=O)cc1COCC(F)(F)F	-3	0.5	0.0	1	-12	-3	7	1.1	-1.1
O=C(NCc1cccs1)C1CCCCC1	2	0.7	-0.5	5	-46	-3	-5	0.7	4.0
Fc1cccc(F)c1/C=N/Nc1ccccn1	-15	0.8	0.6	1	-17	-3	0	-0.3	0.5
O=C(COC(=O)/C=C/c1ccccc1Cl)NC1CCCCCC1	-27	0.4	0.1	1	-8	-3	-3	0.1	2.2
c1ccc(COc2ccc(OCCN3CCCC3)cc2)cc1	11	0.6	1.6	5	-19	-1	-7	0.7	2.0
O=C(COc1ccccc1)NCCSCc1ccc(Cl)cc1	-5	0.7	-0.5	4	-65	-2	10	-1.9	-1.9
COc1ccnc(Oc2ccc(F)cc2)c1C(=O)N/C=N/OCc1ccc(F)cc1Cl	-7	0.3	0.8	6	1	-2	-25	-0.1	-0.6
CCOc1ncccc1C(=O)Nc1cccc(Cl)c1Cl	-8	0.8	0.7	14	33	4	13	0.2	0.6
Cn1cnnc1SCC(=O)Nc1ccc(N2CCOCC2)cc1	15	-0.3	-0.3	0	37	-2	-10	1.6	-0.4
CCOC(=O)c1c(/N=C/C2C(=O)CCCC2=O)sc(C)c1C	-12	0.2	0.9	5	6	0	16	-2.0	0.7
COc1ccc2c(c1O)C(=O)c1ccccc1C2=O	-15	0.7	0.3	-5	-32	2	9	1.9	1.0
COc1cc(C2N(c3ccc(Cl)c(Cl)c3)C(=O)C3CCCN32)cc(OC)c1OC (stereo not given)	-7	1.2	0.8	2	-3	-1	-9	1.8	1.9
CC(=O)Nc1cccc(C(=O)/C=C/c2cccs2)c1	13	-0.4	2.0	3	-39	4	15	0.3	-0.7
CC(=O)Nc1ccc(S(=O)(=O)Nc2ccc(C)c([N+](=O)[O-])c2)cc1	-7	0.1	1.6	7	-1	-1	-25	1.5	-0.8
CN(C)NC1=CC(=[N+]2CCCC2)CC(C)(C)C1	-18	1.6	0.6	3	-8	1	3	-0.5	1.3
O=C(Nc1cccnc1)C1(c2ccc(Cl)cc2)CCCC1	-5	0.8	0.1	7	-17	-1	27	1.5	1.1
CC(=O)c1c(COC(=O)c2ccncc2)nc2ccccc2[n+]1[O-]	10	0.7	0.8	-3	-13	-4	-13	0.5	0.7
Cc1cccc(-n2ccnc2CN2CCN(C3CCCC3)C(CCO)C2)c1 (stereo not given)	-13	0.6	0.7	4	10	-1	-19	-0.5	0.3
Cc1cc(C)n(C(=O)CNC(=O)COc2ccccc2)n1	-12	0.3	0.7	2	12	2	29	-0.3	-0.4
COc1ccc(OCC(=O)N/N=C2/C=C(C)CC2)cc1	-15	1.4	1.5	6	-2	1	-32	1.0	-0.7
CCOC(=O)C1=C(C)N(c2ccc(C)c(C)c2)C(=O)/C1=C\c1ccco1	5	2.0	-0.1	2	-1	-3	1	-0.1	1.6
O=C(Nc1ccc(Cc2ccncc2)cc1)c1ccc(S(=O)(=O)N2CCCC2)cc1	5	0.2	5.2	5	-92	-2	14	13	0.9
O=C(Nc1ncc2c(n1)-c1ccccc1CC2)c1cccs1	-4	-1.1	-0.1	10	-32	2	-2	-1.8	0.0
O=C(O)CSc1nnc(-c2ccncc2)n1Cc1ccccc1	-16	1.3	0.9	4	14	-2	-53	1.1	-1.4
Cc1ccc(OCC(=O)OCCN2C(=O)c3ccccc3C2=O)cc1C	2	0.0	-0.3	2	13	4	24	-0.8	0.1
N#Cc1cc(C(=O)Cc2ccccc2)c[nH]1	-7	1.6	0.2	9	10	0	-2	-0.7	0.7
O=C(Nc1nnc(-c2ccco2)s1)C1CCN(S(=O)(=O)c2ccc(Cl)cc2)CC1	7	-1.0	0.3	-1	-46	-2	nt	0.9	5.5
O=C(c1cnc2n(c1=O)CCS2)N1CCc2ccccc21	-3	-0.1	0.1	4	21	-3	10	-0.1	0.7
CCS(=O)(=O)c1ccc2oc(SCC(=O)Nc3ccc(OC)cc3)nc2c1	-15	-0.3	1.0	4	20	-1	1	1.7	0.5
CCOC(=O)c1cnn(-c2ccc(Cl)cc2)c1C1CCN(C(=O)OC(C)(C)C)CC1	-10	-0.7	0.5	4	53	1	17	-0.9	-1.8
CCCn1c(SCc2nc(N)nc(N3CCCCC3)n2)nc2c1c(=O)n(C)c(=O)n2C	-6	0.4	1.6	4	7	-3	-41	0.9	1.5
CC(=O)N1N=C(N)SC1(C)C	-6	1.1	1.4	15	30	0	-1	2.0	1.0
COc1ccccc1-c1c(C)nn2c(NCCN3CCCC3)cc(C)nc12	5	-0.1	0.2	10	6	1	-2	0.0	-0.7
COc1cccc(C(=O)Nc2nc(-c3ccncc3)cs2)c1	-6	0.7	2.2	11	-37	5	-29	1.0	-1.4
Cn1nc(C(C)(C)C)c([N+](=O)[O-])c1C(N)=O	9	-0.1	0.3	3	27	4	8	2.1	-1.2
Cc1cc(C(=O)NCCc2ccc(Cl)cc2)n(-c2ccccc2)n1	-2	-0.5	0.1	-1	-61	-4	-22	-0.9	1.6
Cc1ccc(CN(c2ccc(C(=O)NCc3ccccn3)cc2)S(C)(=O)=O)cc1	4	-0.5	2.5	1	-11	-1	7	4.1	0.1
COc1ccc(-n2c(=O)cc(N3CCCCCC3)[nH]c2=O)cc1	-16	-1.0	-0.4	6	15	2	-4	-1.8	0.8
COc1ccc(Cn2nnnc2C(c2cc3cccc(C)c3[nH]c2=O)N2CCOCC2)cc1 (stereo not given)	-15	0.4	1.0	2	11	-2	-37	1.9	0.4
CCCS(=O)(=O)c1nc(S(=O)(=O)c2ccc(C)cc2)c(NCCN2CCOCC2)s1	0	-0.9	0.1	5	43	-1	14	1.3	1.8
CN(CC(=O)Nc1ccc(F)cc1)c1ccc(S(=O)(=O)N2CCCC2)cn1	-31	-0.3	0.9	5	-38	5	16	1.9	0.2
Nc1sccc1C(=O)c1ccc(Cl)cc1	-6	0.0	-0.4	1	25	1	7	-0.3	1.2
CN(C(=O)CO/N=C/c1ccc(OC(F)F)cc1)C1CCS(=O)(=O)C1 (stereo not given)	1	-0.2	1.4	2	9	0	10	-0.1	0.3
c1ccc(-c2ccc(-c3nccc4ccccc34)[nH]2)cc1	11	-1.7	8.9	-1	-46	0	1	16	9.3
C=CCN(CC(=O)Nc1c(C)cccc1CC)C(=O)SCCC	-12	-1.0	-0.6	3	48	-3	6	-1.4	4.5
CC(Sc1nc(-c2ccccc2)cc(C(F)(F)F)n1)C(=O)NCc1ccco1 (stereo not given)	13	0.3	-1.3	7	-37	3	-16	-1.5	1.4
CCN(CC)S(=O)(=O)c1cccc(NC(=O)CN(C)C2CCCCC2)c1	1	0.0	-0.1	6	-38	0	-7	-1.8	-0.7
Cn1c(=O)[nH]c(=O)c2c1nc(N1CCOCC1)n2CCSc1ncccn1	0	0.8	0.3	0	nt	-3	nt	-0.1	1.7
Cc1c(C(=O)O)sc2ncnc(N3CCCCC3C)c12 (stereo not given)	-7	1.1	1.1	4	29	1	18	-1.1	0.2
Cc1cc2c(C)nc(N/N=C/c3ccc([N+](=O)[O-])cc3)nc2o1	10	0.1	0.3	6	7	6	8	0.1	-0.4
COc1ccc(NC2=NC(=S)N(c3ccccc3C)C23CCCCC3)cc1	22	-1.0	-0.2	5	30	-1	-8	-1.9	-2.4
CC(=O)n1nc(-c2ccccc2)nc1NCc1ccc(F)cc1	8	1.2	-1.0	3	-47	-1	-10	-2.2	-0.7
COc1ccc2c(c1OC)C(=O)OC2CC(=O)c1ccc(O)cc1 (stereo not given)	-9	1.0	0.1	2	9	-6	-9	-0.2	-1.1
CC(=N)C1=C(O)CC(C)(C)CC1=O	-7	0.4	1.0	-2	6	0	27	0.0	1.8
Cc1ccc(Cl)cc1NC(=O)COC(=O)C12CC3CC(CC(C3)C1)C2	3&-16	-0.1&1.8	0.2&0.7	6&8	5&3	5&-3	32&35	-0.9&-1.8	-1.0&-3.1
COc1ccc(OC)c(NC(=O)COC(=O)c2nc(Cl)ccc2Cl)c1	-15	2.2	0.1	2	-2	0	-11	-2.4	-1.4

(more compounds)
structure	S1P4 antag	PERK inhibitor	TRPML3 agonist	BaF3 parental	EP2 modulator	Ba/F3 V617F tox	m-calpain inh	TRPN1 ag	S1P4 ag
CNc1ccc(Br)cc(C(=O)/C=C/c2ccc3c(c2)OCO3)c1=O	-11	-0.8	-0.6	-3	-16	-5	-43	-0.1	-2.7
CC(C)Sc1nnc([C@@H]2CCCN2C(=O)OC(C)(C)C)o1	13	-0.1	0.4	7	6	1	15	2.7	0.5
O=C(/C=C/c1ccc(Br)cc1)NC(=S)NNC(=O)c1ccco1	-4	-0.4	-0.5	1	-2	3	-14	4.7	1.6
COc1ccc(/C(O)=C2\C(=O)C(=O)N(c3cc(C)on3)C2c2cccc(OC)c2OC)cc1C (stereo not given)	-13	-0.4	1.0	10	38	0	-10	-0.3	1.9
CCOC(=O)c1c(NC(=O)CN2CCCCC2)sc(C)c1C	-13	1.9	0.6	7	67*	1	-19	-0.5	-0.5
COc1cccc(C(=O)Nc2c(F)c(F)c(F)c(F)c2F)c1	-4	2.0	-0.6	3	20	0	11	0.6	-3.6
CCNC(=O)C1CCCc2c1[nH]c1ccc(Cl)cc21 (stereo not given)	-11	0.2	0.7	9	-28	1	-22	0.5	0.2
COc1ccccc1N1CCN(C(=O)COc2ccc(S(=O)(=O)NC(C)C)cc2)CC1	2	0.1	0.7	2	-8	0	-7	1.2	-0.6
Cc1ccc(NC(=O)CCC(=O)c2ccc(F)cc2)cc1Cl	-15	0.5	-1.1	2	-2	-2	0	-1.7	1.3
COc1ccc2[nH]c(=O)c(CN(C(=O)c3cccnc3)c3ccc(C)cc3)cc2c1	14	-0.1	0.0	5	-10	9	-104	1.4	-2.9
CCCCCCOC(=O)CCn1[nH]c(=O)c2ccccc2c1=O	-12	0.8	0.8	4	28	-2	-5	-0.3	-0.4
O=C1OC(Nc2ccc3c(c2)OCO3)c2ccccc21 (stereo not given)	-2	-0.7	0.4	-2	2	15	-4	-0.5	-0.1
Cc1ccc(NC(=S)N(CCN(C)C)Cc2cc3cccc(C)c3[nH]c2=O)cc1	-5	-2.5	1.6	23	-15	43*	27	4.2	0.4
CCCCCC(=O)N1CCCC(c2nc(-c3ccc(OC)cc3)no2)C1 (stereo not given)	-5	-0.2	0.1	6	30	0	1	4.0	1.3
O=C(Nc1ccc(-n2nncc2-c2ccco2)cc1)c1ccc(F)cc1	18	-1.0	0.2	8	-8	3	-19	-0.7	-1.1
Cc1c(NS(=O)(=O)c2ccc(Cl)c(C(=O)OCC(=O)NCc3ccco3)c2)c(=O)n(-c2ccccc2)n1C	1	-0.3	-0.5	3	-13	4	26	-0.4	-3.0
CC(C)(C)c1ccc(-n2nc(C(N)=O)c(O)cc2=O)cc1	-25	1.1	0.8	3	8	3	19	0.8	-0.6
Oc1c(I)cc(Cl)c2cccnc12	10	1.5	0.8	6	42&34	-3	-1	1.5	2.6
